# Source: PubChem (several laboratories)
# Wnt bcat act = activators of Wnt/beta-catenin signaling; Wnt/beta-catenin reporter cell assay, activator, plate reader; activation, % at 9.35 µM; 300,000 tested, 1.2% active; AID 743398; in the data active = activation above about 30%, passing the limit was not always enough;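 also: 0% = neutral control wells and 100% = positive control wells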
# SR-BI DiI inh = blocks mouse SR-BI lipid uptake from DiI-HDL | Q61009 | ldlA[mSR-BI] CHO cells, DiI-HDL uptake fluorescence, 3 h | inhibition, % at 12.5 µM | 320,000 tested, 0.96% active | AID 488896;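 active = mean replicate inhibition of at least 70% and a set share of replicates each scoring 70 or more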;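 also: 0% = median of neutral control wells and 100% = median of positive control wells; values of inactives mirror those of a sister screen read the other way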
# Target sequence (Q61009 whole entry, looked up): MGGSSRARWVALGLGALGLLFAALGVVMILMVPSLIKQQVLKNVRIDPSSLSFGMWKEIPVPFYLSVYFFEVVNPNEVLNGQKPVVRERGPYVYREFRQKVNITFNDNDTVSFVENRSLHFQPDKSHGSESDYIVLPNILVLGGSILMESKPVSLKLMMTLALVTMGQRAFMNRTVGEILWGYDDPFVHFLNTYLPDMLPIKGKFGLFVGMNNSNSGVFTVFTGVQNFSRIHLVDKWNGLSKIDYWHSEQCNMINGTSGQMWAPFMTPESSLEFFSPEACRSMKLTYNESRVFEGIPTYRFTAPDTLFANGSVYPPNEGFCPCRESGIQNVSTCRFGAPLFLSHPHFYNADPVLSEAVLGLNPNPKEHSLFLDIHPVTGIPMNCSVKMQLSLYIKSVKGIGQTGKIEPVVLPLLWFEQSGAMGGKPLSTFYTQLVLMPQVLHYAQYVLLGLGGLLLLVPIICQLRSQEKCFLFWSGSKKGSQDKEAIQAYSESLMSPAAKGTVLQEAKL
# SR-BI uptake up = activators of SR-BI mediated HDL lipid uptake | CHO ldlA[mSR-BI] cells, DiI-HDL uptake fluorescence, 3 h; 100 = double the neutral-control signal | activation, % at 12.5 µM | 320,000 tested, 0.096% active | AID 504775;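 active = mean replicate activation of at least 60% and every replicate at or above 60%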;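 also: 0% = median plate neutral-control signal and 100% = twice that signal; values of inactives mirror those of a sister screen read the other way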
#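 System: CHO ldlA[mSR-BI] cells / Medium: HEPES-buffered (25 mM, pH 7.4) F12 plus 0.5% BSA / Probe or stimulus: labelled HDL, 10 µg/mL / Doses: single compound concentration, delivered by pin transfer / Schedule: 3 h, 37 °C / Measured by: DiI fluorescence, bottom read / Measure: cell-associated DiI fluorescence as measure of HDL uptake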
# Tat export inh = E. coli Tat transport inhibition; E. coli MC4100 TorA-mCherry Tat export, fluorescence; inhibition, % at 10 µM; 340,000 tested, 0.036% active;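 active = mean replicate inhibition at least 50% and at least half of replicates individually reaching 50%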;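 also: exported cargo escapes ClpAP degradation while cytoplasmic cargo is degraded and loses fluorescence; 0% = median of neutral control wells and 100% = median of NaSCN control wells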
# CAL PDZ FP-1 = blocks peptide binding to human CAL PDZ domain. inhibition, % at 20 µM. 330,000 tested, 0.02% active. Q9HD26. AID 504414. purified CAL PDZ, TMR-peptide fluorescence polarization, 1 h;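 active = highest replicate inhibition of at least 40%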;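 also: plate controls were DMSO neutral control wells for no effect and unlabeled competitor peptide control wells for full effect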
#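 System: purified tagged CAL PDZ domain construct (CerCALP). Schedule: 1 h incubation at room temperature before polarization reading. Medium: 25 mM sodium phosphate pH 7.4, 150 mM NaCl, TCEP, IgG, Thesit. Read-out: percent inhibition from loss of millipolarization. Measured by: FP readout, S and P plane fluorescence. Probe or stimulus: fluorescent TMR peptide probe.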
# AddAB inh = less growth of phage-infected E. coli with AddAB; E. coli expressing H. pylori AddAB, absorbance growth; inhibition, % at 11.9 µM; 330,000 tested, 0.29% active; AID 435030; in the data active = inhibition above about 12%;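 also: 0% = vehicle wells of infected cells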
# CAL PDZ FP-2 = blocks peptide binding to the human CAL PDZ domain; Q9HD26; purified CAL PDZ, TMR-peptide fluorescence polarization, 1 h; inhibition, % at 24.9 µM; 300,000 tested, 0.92% active; AID 602252;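 active = mean inhibition of at least 30% with at least half of replicates also reaching 30%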;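 also: 0% = DMSO neutral control and 100% = excess unlabeled competitor peptide PRC23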
# Ecoli viability = counter-screen for AddAB inhibitors: E. coli growth inhibition. E. coli V3065 growth, OD600 absorbance, 18 h. inhibition, % at 11.9 µM. 330,000 tested, 0.27% active. AID 449728;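 active = inhibition above the campaign's mean inhibition across all tested compounds plus 3 SD, cut at about 9.9% in these data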;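 also: uninfected addAB+ strain grown without phage in ampicillin broth; 0% = DMSO wells and 100% = ciprofloxacin 0.95 µg/ml wells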
# phage Ecoli inh = E. coli growth loss with phage present | 360,000 tested, 0.26% active | growth absorbance | inhibition, % at 11.9 µM; in the data active = inhibition above about 11%
# MITF TRPM1 HTS = activators of MITF-driven TRPM1 promoter activity in SK-MEL-5 cells; SK-MEL-5 TRPM1-promoter luciferase, 24 h; % of positive control, neutral wells = 0; 300,000 tested, 0.75% active; activation, % at 12.5 µM;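 active = mean activation of at least 80% with every replicate also reaching 80%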;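 also: 0% = neutral control wells and 100% = parthenolide positive control wells; values of inactives mirror those of a sister screen read the other way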
# Active calls of the source: *; nt = not tested or not shown.
# The first 3 compounds as a preview:
SMILES,Wnt bcat act,SR-BI DiI inh,SR-BI uptake up,Tat export inh,CAL PDZ FP-1,AddAB inh,CAL PDZ FP-2,Ecoli viability,phage Ecoli inh,MITF TRPM1 HTS
CCc1ccccc1NC(=O)c1cc(-c2ccc3c(c2)OCO3)on1,11,nt,nt,-3,-2.5,1.0,-2,0.9,2.6,nt
O=C(CCCn1c(SCC(=O)NCC2CCCO2)nc2ccccc2c1=O)NCC1CCCO1 (stereo not drawn),1,-3,3,3,-0.6,0.9,7,4.1,1.6,-5
O=C(NC(=S)Nc1nc(-c2ccc(Br)cc2)cs1)c1ccco1,1,3,-3,3,0.2,-1.2,-2,-2.2,2.7,2

# The listing (from the top)
SMILES,Wnt bcat act,SR-BI DiI inh,SR-BI uptake up,Tat export inh,CAL PDZ FP-1,AddAB inh,CAL PDZ FP-2,Ecoli viability,phage Ecoli inh,MITF TRPM1 HTS
CCc1ccccc1NC(=O)c1cc(-c2ccc3c(c2)OCO3)on1,11,nt,nt,-3,-2.5,1.0,-2,0.9,2.6,nt
O=C(CCCn1c(SCC(=O)NCC2CCCO2)nc2ccccc2c1=O)NCC1CCCO1 (stereo not drawn),1,-3,3,3,-0.6,0.9,7,4.1,1.6,-5
O=C(NC(=S)Nc1nc(-c2ccc(Br)cc2)cs1)c1ccco1,1,3,-3,3,0.2,-1.2,-2,-2.2,2.7,2
COC(=O)c1ccc(-n2c(C)cc(C(=O)COC(=O)C3=COCCO3)c2C)cc1,-2,-9,9,-10,0.6,-0.3,-2,1.9,4.7,-1
O=[N+]([O-])c1cc(F)cc(F)c1Nc1cc(F)cc(F)c1,-2,5,-5,-10,-0.9,nt,9,nt,0.1,11
CCOc1ccc(C(=O)Nc2cccc(-c3nc4cccnc4o3)c2)cc1Cl,nt,83*,-83,-2,nt,1.8,-3,-1.3,nt,15
COc1ccccc1CNC(=O)COC(=O)C1CC1,-4,-28,28,5,-1.2,1.6,-13,0.5,3.3,20
Cc1cccc(-n2nc3c(c2NC(=O)c2c(F)cccc2F)CS(=O)(=O)C3)c1C,1,1,-1,-2,0.2,4.9,6,0.0,0.2,5
CC(C)OC(=O)c1ccc(N2CCN(c3ccccc3F)CC2)nc1,1,-12,12,9,-1.3,-1.6,-2,-1.4,-0.5,13
Cc1ccc(OCc2nc(-c3cccnc3)no2)cc1C,0,7,2,-3,-0.5,3.7,4,0.5,2.7,61
CC(=O)c1cccc(NC(=O)CN2C(=O)NC3(CCCCCCC3)C2=O)c1,nt,-5,5,5,nt,-3.5,-3,-2.2,1.3,5
COc1cc(CCc2ccc3c(c2)OCO3)oc(=O)c1,-1,-1,1,1,-0.9,3.4,-2,0.0,5.8,24
CCCNC(=O)CC(NS(=O)(=O)c1ccc(NC(C)=O)cc1)C(C)C (stereo not drawn),0,-10,10,9,6.8,-2.2,-2,-1.5,0.6,-3
COc1ccc(S(=O)(=O)N2CCOC23CCN(S(=O)(=O)c2ccc(C)cc2)CC3)cc1,0,-12,12,4,-0.9,-0.2,nt,0.8,0.4,-4
CCOC(=O)N1CCN(S(=O)(=O)N2CCCC(C(=O)NCCc3ccc(OC)c(OC)c3)C2)CC1 (stereo not drawn),0,28,-28,1,-0.3,-0.1,-5,-0.4,0.6,3
Cc1ccc(SCC(=O)OCC(=O)NCc2cccs2)cc1,1,-13,13,-2,-2.4,0.3,3,2.4,4.1,1
Cc1ccc(CN2C3CCCC2CC(NC(=O)c2ccc(F)cc2)C3)cc1 (stereo not drawn),-1,8,-8,-6,-2.2,1.1,0,3.4,1.8,nt
COc1ccc(NC(=O)c2cncc(Br)c2)c(S(=O)(=O)N2CCOCC2)c1,nt,27,-27,-3,-1.0,-0.2,-3,1.0,2.6,13
O=C(COc1cccc2ccccc12)NNC(=O)[C@@H]1CCCC[C@@H]1C(=O)O,nt,-6,6,-9,0.1,0.5,-1,-1.0,-0.2,-8
Cc1ccc(CNC(=O)CNC(=O)c2ccco2)cc1,0,-9,9,-2,-1.0,-1.2,-4,-1.7,2.3,-6
Cc1nc(N)sc1C(=O)N/N=C/c1c[nH]c2ccccc12,-1,-20,20,2,-1.1,0.2,-2,-1.2,1.9,48
O=C(O)CSc1cc(C(=O)c2ccccc2O)cn2c(=O)c3c(-c4ccccc4)csc3nc12,3,nt,nt,10,-13,1.0,-5,-0.6,0.2,-11
CCN1C(=O)NC2=C(C(=O)c3ccccc32)C1c1ccccc1F (stereo not drawn),6,17,-17,-6,-1.5,1.6,1,1.4,2.1,1
Cc1nc(SCCO)c([N+](=O)[O-])[nH]1,0,-8,8,-7,-1.0,1.3,-3,1.4,1.8,-12
COc1cc(/C=N/Nc2ccccc2[N+](=O)[O-])cc(OC)c1O,19,79*,-79,4,0.5,2.2,-7,0.2,2.5,4
CC1=C(C(=O)Nc2cccc(C(=O)NC(C)c3ccccc3)c2)SCCO1 (stereo not drawn),-1,26,-26,-1,-1.0,4.0,nt,2.2,3.0,-4
COc1ccc(NC(=O)CSc2n[nH]c(-c3ccccn3)n2)cc1,-3,nt,nt,5,-0.7,-0.2,0,-1.5,0.5,nt
Cn1cccc1-c1cc(C(=O)N/N=C/c2cccc(O)c2)[nH]n1,2,24,-24,14,-0.9,2.1,-2,0.2,6.1,42
CN1CCC(OC(=O)c2cccc(Cl)c2)CC1,-2,-55,55,-3,-0.5,-0.1,6,-0.3,1.9,-9
COC(=O)c1ccccc1NC(=O)c1cc[n+]([O-])cc1,-1,-5,5,-2,-2.0,2.4,-4,4.0,2.7,1
CCN(c1ccccc1)S(=O)(=O)c1ccc2c(c1)N(C(C)=O)CCS2,-1,11,-11,-14,-3.2,0.4,-4,-0.7,3.0,-3
FC(F)(F)c1n[nH]c(=S)n1/N=C/c1ccco1,-3,-26,26,2,0.2,-0.5,6,1.3,0.3,-12
CCOC(=O)c1c(SCCN2CCCC2)n(-c2ccccc2)c(=S)n(-c2ccccc2)c1=O,-3,0,0,-1,0.1,nt,-2,nt,1.6,-95
O=C(NC(N1CCCC1)C(Cl)(Cl)Cl)c1ccccc1 (stereo not drawn),3,-9,9,-7,-0.2,3.0,-4,0.0,4.0,-1
Cc1nc(N)[nH]c(=O)c1CCCNc1ccc(CCCCC2(CCl)OCCO2)cc1,-5,-5,5,5,-0.4,nt,-6,nt,3.2,1
COc1nccc(Nc2ccccc2)c1C#N,nt,-1,1,1,-1.8,-0.6,-1,-1.6,1.2,14
COc1cccc(C(=O)NCC(=O)n2nc(C)cc2C)c1,nt,-7,7,-5,0.6,-2.6,-1,0.6,4.8,-1
COc1cc(O)c(C(CC(=O)N2CCN(c3ccccc3)CC2)c2cc(OC)c(OC)c(OC)c2)c(OC)c1 (stereo not drawn),-3,-6,6,-2,-3.2,2.1,2,0.9,-1.6,-7
COc1ccc(CCNc2cc(C)nc3c(-c4ccccc4)cnn23)cc1OC,14,35,-35,5,-0.1,0.3,-1,-1.7,-1.3,8
CC(C)(C)c1ccc(-n2ncc3c2CCCC3NC(=O)CCn2cncn2)cc1 (stereo not drawn),-1,17,-17,-5,-1.8,0.6,0,1.9,1.0,-20
CC(C)Cc1cc(C(=O)NCc2ccco2)no1,26,-26,26,0,-0.4,1.6,nt,-2.2,1.6,77
CCC(=O)Nc1cccc2ccccc12,13,0,0,-3,0.3,-1.7,1,-0.4,1.7,-3
Cn1ncc(N=Cc2c(O)ccc3ccccc23)c1C(=O)Nc1cccc(Cl)c1,-3,36,-36,7,-1.2,3.4,nt,0.6,2.9,-37
CC(=O)N1CCN(c2ccc(S(=O)(=O)N3CCCCC3)cc2[N+](=O)[O-])CC1,-2,11,-11,1,0.5,-3.1,-2,1.6,2.6,8
CCC1(CC)Cc2ccccc2C(=O)N1,0,-16,16,-1,0.9,3.2,nt,2.1,0.1,6
COC(=O)[C@]1(Cc2ccccc2)N[C@H](c2ccc(-c3ccc4c(c3)OCO4)cc2)[C@@H]2C(=O)N(C)C(=O)[C@@H]21,0,15,-15,5,0.1,0.3,-3,-1.2,3.0,-10
O=C(CN1CCCC1)Nc1ccc(NC(=O)Nc2ccccc2Cl)cc1,nt,5,-5,-4,nt,0.4,1,3.6,0.8,75
COC(=O)c1nc2ccccc2s1,nt,-5,5,11,-0.7,-0.5,1,-2.4,1.3,0
Cc1ccccc1NC(=O)c1nc(S(C)(=O)=O)ncc1Cl,-3,-18,18,-11,9.6,-0.7,86*,-2.5,-1.3,nt
NC(=O)COC(=O)/C=C/c1ccccc1[N+](=O)[O-],1,-11,11,6,-0.5,-0.2,2,-0.1,0.1,-11
# (continued)
SMILES,Wnt bcat act,SR-BI DiI inh,SR-BI uptake up,Tat export inh,CAL PDZ FP-1,AddAB inh,CAL PDZ FP-2,Ecoli viability,phage Ecoli inh,MITF TRPM1 HTS
Cc1cnc(C)c(N2CCN(Cc3cn(C)nc3-c3cccc(Cl)c3)CC2)n1,-3,16,-16,-2,-0.6,1.0,5,2.5,2.6,-19
COCc1ccc(CN2CCC(n3nccc3NC(=O)C(OC)c3ccccc3)CC2)o1 (stereo not drawn),0,-18,18,1,-1.4,-2.0,-3,-0.1,1.8,-21
Cc1ccc(C(=O)CC(C(=O)O)P(=O)(c2ccccc2)c2ccccc2)cc1 (stereo not drawn),-8,-42,42,-3,-2.1,1.6,2,-0.8,4.2,14
Cc1nnc(SCC2CCCO2)n1-c1ccccc1 (stereo not drawn),2,-23,23,-1,-0.5,1.6,-1,-0.5,0.5,-1
C#CCNC(=O)C1=C[C@H](c2ccc(Br)cc2)[C@@H](CCCO)[C@H](OCC)O1,-2,23,-23,-1,0.7,-1.3,-4,-0.4,1.9,-9
Cc1ccccc1-c1nc(CS(=O)CC(=O)NCCc2ccc(Cl)cc2)c(C)o1 (stereo not drawn),0,0,0,4,-1.6,2.2,1,0.8,-2.0,-10
O=C(COc1ccc(Cl)cc1)NCC(=O)N1CCC2(CC1)NCCc1[nH]cnc12,-2,-7,7,-3,0.6,2.0,-5,-0.1,2.2,-5
CCCCc1nc2cc(C(=O)N3CCC(OC)CC3)ccc2o1,16,-18,18,1,-2.2,4.9,-5,1.4,1.6,19
CS(=O)(=O)n1nc(OC(=O)c2cc(Br)ccc2Cl)cc1N,nt,-17,17,-5,-1.8,5.8,-7,0.9,5.7,6
Cc1oc(-c2ccc3c(c2)OCCO3)cc1C(=O)NCC(=O)O,0,-11,11,-1,-1.3,2.3,-5,1.4,-1.8,16
Cc1ccc2cc3c(NS(=O)(=O)c4cccc5nonc45)nn(CC(C)C)c3nc2c1,-2,-2,2,-7,0.0,-0.9,4,-0.2,-1.6,-8
O=C(N/N=C/c1cccc([N+](=O)[O-])c1)C1CC1c1ccccc1 (stereo not drawn),3,17,-17,-1,-3.4,0.5,-2,0.1,3.9,6
COc1ccc(C(C(=O)NC2CCCC2)N(Cc2cccnc2)C(=O)Cc2cccs2)cc1OC (stereo not drawn),1,-16,16,-6,-0.7,2.2,-4,2.6,-0.3,-12
